# Bioassay records deposited in PubChem by several laboratories.
# TWEAK Fn14 block: inhibitors of TWEAK-Fn14 signaling, primary screen, luciferase reporter cells, uHTS; AID 1159606, 2016; inhibition, % at 10 µM; 2% of 360,000 active; TWEAK-stimulated Fn14 reporter cells, luciferase luminescence, 8 h; in the data active means inhibition above about 50%
# CF NFkB inh: inhibitors of PAF-induced NF-kB signaling, primary screen, cell-based, GFP fluorescence, uHTS | 0.86% of 360,000 active | inhibition, % at 5 µM | KKLEB NF-kB-GFP reporter, GFP fluorescence overnight;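 active means at least 50% inhibition at 5 µM, scaled per plate between neutral and stimulator controls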;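 further: PAF is a Pseudomonas aeruginosa culture filtrate used as stimulus; plate controls were PAF-stimulated DMSO wells for no effect and unstimulated DMSO wells for full effect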
# aDG glyco act: activators of alpha-DG glycosylation, primary screen, uHTS, Pro5-aDG cells, AlphaScreen; alpha-DG glycosylation AlphaScreen (IIH6); 0% Pro5, 100% B10-LARGE cell signal; activation, % at 10 µM; 0.22% of 360,000 active; AID 624168, 2012;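 active means activation of at least 8% versus controls, or a plate z-score of at least 8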;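 further: Pro5 are CHO cells carrying HIG-tagged alpha-DG that lacks glycosylation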
# NR2E3 ag-1: NR2E3 agonists in two-hybrid cells, primary screen, cell-based, luminescence, CHO-S, Gal4-NCOR/VP16-NR2E3. inhibition of corepressor binding, % at 3.98 µM. luciferase. 0.35% of 360,000 active. AID 602229, 2012. Photoreceptor-specific nuclear receptor (Homo sapiens), Q9Y5X4;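 active means inhibition above the mean of all tested compounds plus 3 SD, cut at about 70% in these data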;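 further: 0% = DMSO with NR2E3 transfected cells and 100% = cells lacking NR2E3 construct; higher means lower luciferase signal from less NR2E3 corepressor binding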
# Target sequence (Q9Y5X4 whole entry, looked up, the tested form may be a part): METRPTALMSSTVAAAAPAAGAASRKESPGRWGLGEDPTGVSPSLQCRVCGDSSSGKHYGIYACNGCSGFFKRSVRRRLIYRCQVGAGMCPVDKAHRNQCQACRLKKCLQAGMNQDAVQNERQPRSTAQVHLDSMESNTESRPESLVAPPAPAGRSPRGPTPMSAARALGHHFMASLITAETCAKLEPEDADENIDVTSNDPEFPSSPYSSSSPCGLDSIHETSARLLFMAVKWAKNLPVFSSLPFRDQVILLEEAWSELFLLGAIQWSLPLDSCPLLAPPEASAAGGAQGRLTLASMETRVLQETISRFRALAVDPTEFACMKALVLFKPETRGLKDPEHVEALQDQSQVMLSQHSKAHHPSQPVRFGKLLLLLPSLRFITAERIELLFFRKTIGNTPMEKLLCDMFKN
# Shn3 3UTR inh: reduction of Shn3 3'UTR firefly luciferase signal, primary screen, Schnurri-3 inhibitor project, cell-based, Clone20 osteoblasts, set 2; inhibition, % at 12.5 µM; Clone20 osteoblast Shn3 3'UTR firefly luciferase, 24 h; 0.52% of 360,000 active; AID 588674, 2011;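 active means mean inhibition of at least 75% with every replicate also reaching 75%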;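 further: 0% = median of neutral control wells and 100% = pilot-screen positive control compound; some compounds past the cut are filed as inactive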
# HIF-2a inh: HIF-2a reporter inhibitors, primary screen, luminescence, 786-0 RCC cells. 786-0 RCC cells HIF-2a reporter, luciferase luminescence, overnight. inhibition, % at 18.8 µM. 0.72% of 360,000 active. AID 624352, 2012;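 active means inhibition of the luminescence signal of 40% or more relative to plate controls, in a single-dose primary screen at 18.75 µM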
# NR2E3 ag-2: inhibitors of NR2E3-RetCOR corepressor binding, primary screen, NR2E3 agonist project, biochemical, TR-FRET, GST-NR2E3, biotin-RetCOR; 0.12% of 320,000 active; Photoreceptor-specific nuclear receptor (Homo sapiens), Q9Y5X4; inhibition of corepressor binding, % at 4.78 µM; AID 2300, 2010; 1536-well;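 active means percent inhibition above the cutoff of mean plus 3 SD of all tested compounds, set per screening campaign, cut at about 20% in these data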;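 further: 0% = DMSO wells and 100% = biotin wells as full block of FRET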
#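 Material: NR2E3–RetCOR corepressor complex | Quantity: 1.35 nM GST-tagged NR2E3 final | Schedule: 5 h at 4 °C | Replication: Singlicate compound wells | Reagent: RetCOR corepressor, biotinylated, 7 nM | Controls: Biotin wells as high control, 0.6% DMSO wells as low control | Signal: TR-FRET, Eu(K)-anti-GST donor, streptavidin-D2 acceptor, ex 340, em 617/671 nm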
# hiPSC survival: enhancers of single-cell hiPSC survival, primary screen, ATPlite luminescence. AID 602274, 2012. 100% = ROCK inhibitor wells, 0% = DMSO. survival enhancement, % at 20 µM. 0.044% of 360,000 active; in the data active means survival enhancement above about 18%;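 further: cells exposed to compounds for 16 hours before the ATP read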
# TRPM1 prom inh: inhibitors of MITF-dependent TRPM1 promoter reporter, primary screen, cell-based, SK-MEL-5, single point, luciferase | SK-MEL-5 TRPM1 promoter luciferase, 24 h | inhibition, % at 12.5 µM | 0.83% of 330,000 active | AID 488899, 2010;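 active means mean inhibition across replicates of 60% or more, whatever share of single replicates reaches that level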; further: values of inactives mirror those of a sister screen read the other way
# KKLEB tox: cytotoxicity in KKLEB CF airway cells, primary screen, cytotoxicity control for CF NF-kB inhibitor project, cell-based, uHTS, fluorescence assay plates; 0.36% of 360,000 active; KKLEB CF airway cells viability, ATPlite luminescence, overnight; stronger effect = lower value; cells stimulated with P. aeruginosa culture filtrate; activity change (cytotoxicity), % at 5 µM;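 active means corrected activity change at or below -50% at 5 µM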
# Peg3 prom inh: Peg3 promoter-driven luciferase inhibitors, primary screen, cell-based, HeLa, luciferase luminescence; HeLa PEG-Prom luciferase reporter, overnight; inhibition, % at 20 µM; 1.7% of 360,000 active; AID 588405, 2011;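 active means inhibition of at least 50% at 20 µM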
# The depositor's hits bear a star; x = not tested or not shown.
SMILES,TWEAK Fn14 block,CF NFkB inh,aDG glyco act,NR2E3 ag-1,Shn3 3UTR inh,HIF-2a inh,NR2E3 ag-2,hiPSC survival,TRPM1 prom inh,KKLEB tox,Peg3 prom inh
c1ccc(-c2cc(CSc3nc4ccccc4[nH]3)on2)cc1,20,0,4.4,63,82,-68,0,-5.1,11,7,-34
COc1cccc(-c2nn(C)c3sc(C(=O)N4CCOCC4)cc23)c1,-32,-24,0.0,-1,4,-4,4,0.6,x,-7,2
Cc1ccc(NC(=O)CSc2nc3ccccc3c(=O)n2CCCC(=O)NCC2CCCO2)cc1 (stereo not drawn),-6,7,-0.2,-22,20,-1,2,0.1,-5,-4,15
CC1(c2ccccc2)NC(=O)N(NC(=O)COC(=O)c2cc(Br)ccc2O)C1=O (stereo not drawn),-2,-13,0.0,-7,9,13,-2,0.2,-6,4,13
COc1ccccc1/C(C)=N/NC(=O)c1nnn(-c2nonc2N)c1C(C)C,0,16,-0.2,-10,2,6,2,0.6,5,-3,1
CN1CCCN(C(=O)c2c(F)cccc2Cl)CC1,-10,1,-0.1,-21,-3,20,6,0.9,-11,-15,6
O=C1CCCC(=O)C1Sc1ccc(Cl)cc1,16,0,0.6,2,-2,9,9,0.3,5,-2,-9
Cc1ccccc1N1CCN(CCCCN2C(=O)C3CCCN3C2=O)CC1 (stereo not drawn),2,2,0.1,-5,3,14,-1,1.8,-12,8,20
Cc1ccc2nc(C3CCCCC3)c(Cc3ccccc3)n2c1,-9,3,-0.1,-37,8,-46,x,-0.5,x,6,9
COc1ccc(NC(=O)C2=CC=CN3CCS(=O)(=O)N=C23)c(OC)c1,-3,14,-0.1,-10,5,1,x,1.1,1,-3,9
CCn1cc(C(=O)N2CC=C(c3ccccc3)CC2)c(=O)c2ccc(C)nc21,5,-6,0.1,10,7,15,3,-1.9,-3,12,-1
O=C(COc1nncc2ccccc12)Nc1c(F)c(F)c(F)c(F)c1F,-4,2,-0.1,-2,11,20,0,-0.4,-6,-4,4
Cc1ccc(C(=O)N/C(=C\c2ccco2)C(=O)NCCCn2ccnc2)cc1,18,5,-0.3,8,3,3,-3,-0.3,2,6,2
O=[N+]([O-])c1ccccc1CSc1nc2ccccc2o1,5,-31,-0.2,-55,-82,-234,0,-0.6,-71,-1,-205
CN(CC(=O)Nc1ccc(Cl)c(C(F)(F)F)c1)C(=O)c1ccc2c(c1)OCCO2,-26,-6,0.1,-10,-7,30,1,-0.2,-3,7,38
C[C@H](CO)N1C[C@H](C)[C@@H](CN(C)C)Oc2c(NC(=O)CCCCCC(=O)Nc3ccccc3N)cccc2C1=O,-24,-12,0.3,5,-12,-3,x,-3.0,3,19,4
Cc1ccc(C(=O)c2c3ccccc3[n+]([O-])n2[C@@H](C)C(N)=O)cc1,-5,-13,0.0,-62,-32,-81,0,0.0,-6,2,-76
C(=N\n1cnnc1)/c1ccc2c(c1)OCCO2,5,5,-0.2,-1,4,-8,2,-0.1,0,-4,1
C=CCn1c2ccccc2c2nnc(SCC(N)=O)nc21,5,4,0.0,1,22,4,0,-0.5,15,5,3
Cc1ccc(-c2nc3ccc(Cl)cc3c(=O)n2O)cc1,-6,2,0.0,-29,-12,-21,-1,0.0,8,3,2
COC(=O)c1cc(S(=O)(=O)NC2CCCCC2)cn1C,6,6,0.1,6,6,4,0,-0.2,0,-4,7
O=C(O)c1cc(Sc2ccc(Br)cc2)nc2ccccc12,21,9,0.2,7,-8,10,x,-1.6,3,2,6
OCCOCCNc1ncnc2nc[nH]c12,4,15,0.2,-11,20,11,5,0.2,-3,-2,-8
COc1ccc(/C=C2\CCCCC2=O)cc1,-23,11,0.0,-11,-4,-95,-2,1.6,-14,2,-61
CC(=O)c1cccc(NC(=O)CCS(=O)(=O)c2cccc3nonc23)c1,2,8,-0.1,-20,-1,-14,1,-2.9,-5,-2,-14
CS(=O)(=O)c1ccc(Cl)c(NC(=O)c2cccc(N3C(=O)CCC3=O)c2)c1,-7,11,0.0,10,-13,11,0,-0.6,-3,-2,0
Cc1ccc(C(=O)NNC(=O)c2ccccc2)cc1S(=O)(=O)N1CCCCC1,0,8,0.0,-10,-1,-8,1,0.1,6,8,-5
CN(Cc1ccncc1)C1CC(=O)N(c2ccc(Cl)cc2)C1=O (stereo not drawn),-8,-35,-0.3,-30,3,18,4,-1.6,-2,14,8
CCc1[nH]nc(C(=O)N2CCCC(CO)(Cc3ccc(F)cc3F)C2)c1C (stereo not drawn),-2,9,0.0,-15,13,6,1,1.0,5,-5,6
CCCCNC(=O)C1c2ccccc2OCC(=O)N1Cc1ccc2c(c1)OCO2 (stereo not drawn),5,x,0.3,-2,x,-7,x,0.7,x,x,x
O=C(O)c1cc(N=Cc2c(O)c3ccccc3oc2=O)ccc1O,34,17,0.0,-3,-1,25,x,-0.5,9,4,10
Cc1ccccc1-c1ccc(C(=O)NCc2ccccc2)o1,-28,-25,-0.1,-20,-28,-266,-4,3.3,-12,-3,-185
COc1ccccc1N(C)S(=O)(=O)c1ccc(C(=O)Nc2ccc(C)cc2C)cc1,5,-17,-0.3,4,24,6,x,-0.4,11,11,20
Cc1cccc(NS(=O)(=O)c2ccc3c(c2)OCCO3)c1,16,12,0.0,-8,12,5,3,-0.7,2,-2,13
Cc1cccc(-c2nc(CS(=O)CC(=O)NCC3CCCO3)c(C)o2)c1 (stereo not drawn),19,2,0.3,-17,-5,4,-3,1.2,x,9,7
O=C(CCn1c(=O)c2ccccc2n(CC(=O)NC2CCCC2)c1=O)NCCc1ccc(Cl)cc1,-9,-10,0.6,2,-15,5,2,-1.3,1,12,1
O=C(c1ccc(C(=O)N2CCCc3ccccc32)s1)N1CCCc2ccccc21,26,26,0.0,-3,13,0,2,-0.4,4,-3,11
CN(Cc1ccccc1)C(=O)c1[nH]cnc1C(=O)NCCCCCNC(=O)OC(C)(C)C,-5,2,0.0,-13,14,-14,1,1.7,8,-26,-24
COc1ccc(CN(C(=O)c2cc(=O)c3cc(C)cc(C)c3o2)C2CCS(=O)(=O)C2)cc1 (stereo not drawn),-20,14,0.2,3,4,14,-2,-0.4,-12,0,16
O=C1c2[nH]nc(-c3ccccc3O)c2C(c2ccc(F)cc2)N1CC1CCCO1 (stereo not drawn),-2,13,-0.2,-2,-16,17,-1,-0.2,7,2,16

# A different layout for some results above.
# Each structure is followed by: TWEAK Fn14 block	CF NFkB inh	aDG glyco act	NR2E3 ag-1	Shn3 3UTR inh	HIF-2a inh	NR2E3 ag-2	hiPSC survival	TRPM1 prom inh	KKLEB tox	Peg3 prom inh
COC(=O)c1cc(S(=O)(=O)NC2CCCCC2)cn1C
  6	6	0.1	6	6	4	0	-0.2	0	-4	7
O=C(O)c1cc(Sc2ccc(Br)cc2)nc2ccccc12
  21	9	0.2	7	-8	10	x	-1.6	3	2	6

# Next compounds:
SMILES,TWEAK Fn14 block,CF NFkB inh,aDG glyco act,NR2E3 ag-1,Shn3 3UTR inh,HIF-2a inh,NR2E3 ag-2,hiPSC survival,TRPM1 prom inh,KKLEB tox,Peg3 prom inh
C/C(=N\NC(=O)Cc1ccccc1)c1cccnc1,4,16,0.7,-23,-10,-4,2,-0.4,8,-12,27
NC(=O)c1ccccc1NC(=O)/C=C/C(=O)O,-12,1,0.0,-93,-2,12,-3,-2.0,7,1,0
C=CCNC(=S)N1CCN(c2cccc(C(F)(F)F)c2)CC1,19,6,0.2,6,11,9,1,1.6,-3,0,-1
COc1ccccc1-c1csc(Cc2nnc3n2CCCCC3)n1,-14,11,-0.2,-5,-3,17,-1,-1.1,3,-2,12
O=C(Cc1ccc(S(=O)(=O)N2CCCCC2)s1)Nc1cccc2ccccc12,-10,4,0.1,0,12,11,0,-0.7,9,8,-2
O=C(Nc1c(Cl)cccc1Cl)c1cc(=O)n(Cc2ccccc2)c(=O)[nH]1,4,0,0.1,-4,3,13,1,0.7,9,0,3
Cc1cccc2c(=O)c(C(=O)NCc3cccs3)c[nH]c12,-16,1,-0.3,-46,-30,-315,-1,0.1,-50,-11,-203
COCCNC(=O)C(c1ccc(F)cc1)N(Cc1ccccc1)C(=O)CCC(=O)Nc1ccccn1 (stereo not drawn),8,-5,0.1,-16,2,5,3,2.5,-2,6,12
O=C1NC(=O)C2(CCCCCC2)N1,-28,0,-0.5,-1,1,11,x,6.4,-3,0,-3
OCCCNCc1cccc2ccccc12,2,-28,0.5,-14,0,6,1,-2.6,-6,2,-1
CCCC(=O)NCCc1nc2ccccc2n1CC(=O)c1ccccc1,17,-17,-0.2,-2,5,18,-3,-0.2,-13,2,7
Cc1ccc2n(n1)c(=O)c(Cc1ccccc1)c([O-])[n+]2-c1ccccc1,2,14,-0.3,-17,-15,15,-2,1.1,4,-6,10
OCC1(Cc2ccccc2)CCN(C2CCN(c3ccc(F)c(F)c3)CC2)CC1,3,-4,2.0,3,10,13,3,-2.2,-9,-17,3
Cc1cccc(C)c1OCCN1CCCC1,-1,3,-0.2,-1,3,2,3,0.9,3,13,0
CCOc1ccc(N(CC(=O)Nc2ccc(C)c(C)c2)S(=O)(=O)c2c(C)[nH]c(=O)[nH]c2=O)cc1,10,-5,0.0,-11,-2,2,4,-0.6,-3,-7,0
O=C(COC(=O)CCNS(=O)(=O)c1ccccc1)Nc1ccc(OC(F)F)cc1,-13,12,0.7,16,-8,5,-1,1.0,1,-2,-7
COc1ccc(/C=C/CN2CCC(CO)(Cc3ccccc3Cl)CC2)cc1,3,16,2.8,-6,14,17,-3,-3.3,1,-19,21
O=C(c1ccc2c(c1)OCCCO2)N1CCCCC1,-21,11,0.0,-6,-17,-83,0,-0.4,-33,-3,-76
O=C(Nc1cccc(S(=O)(=O)N2CCCCCC2)c1)C1CCN(C(=O)c2ccc(Cl)cc2)CC1,25,-2,0.7,-24,40,14,-1,0.3,10,2,2
NNC(=O)c1[nH]c2ccc(Cl)cc2c1-c1ccccc1,11,-6,0.0,10,6,19,-1,0.4,6,-8,30
CC(C)Cc1nc2sc3c(SCC(N)=O)ncnc3c2c2c1CCC2,-22,16,0.1,-26,-16,30,4,-0.6,-1,-1,-21
CCCCc1ccc(S(=O)(=O)Nc2cc(C)on2)cc1,26,-7,-0.1,-12,-5,-11,6,-0.4,-3,4,7
CNC(=O)c1sc(-c2ccc(Cl)cc2)nc1C,10,-3,0.1,-84,-57,-237,6,-0.9,-34,2,-273
